Bioassay records as filed in PubChem BioAssay.
zVAD death inh: L929 zVAD cell death inhibition | viability rescue, % at 10 µM | 220,000 tested, 0.38% active | L929 zVAD necroptosis rescue, ATP luminescence, 24 h; with zVAD 60 µM;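 active = activation, scaled between plate controls, above about 75%, limit read from the data; inactive = activation under that limit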;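 also: 0% = zVAD with DMSO and 100% = DMSO alone without zVAD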
PGE2 EP2 inh: inhibitors of human EP2 prostaglandin E2 receptor. P43116. C6 glioma cells expressing human EP2, cAMP TR-FRET; cells stimulated with saturating PGE2. inhibition, % at 25 µM. 260,000 tested, 0.52% active. AID 1422;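 active = percent inhibition above 40 after rounding to a whole number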;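 also: rat C6 glioma host cells with rolipram phosphodiesterase inhibitor present; the protocol text gives 20 µM as final concentration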
Rad51 HR inh: blocks human Rad51 in homologous recombination; Q06609; hRad51 DNA strand exchange, fluorescence dequenching; inhibition, % at 10 µM; 200,000 tested, 0.085% active;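 active = inhibition above 40% at the single screening dose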;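 also: 0% = DMSO control wells and 100% = blanks with heterologous ssDNA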
Target sequence (Q06609 whole entry, looked up): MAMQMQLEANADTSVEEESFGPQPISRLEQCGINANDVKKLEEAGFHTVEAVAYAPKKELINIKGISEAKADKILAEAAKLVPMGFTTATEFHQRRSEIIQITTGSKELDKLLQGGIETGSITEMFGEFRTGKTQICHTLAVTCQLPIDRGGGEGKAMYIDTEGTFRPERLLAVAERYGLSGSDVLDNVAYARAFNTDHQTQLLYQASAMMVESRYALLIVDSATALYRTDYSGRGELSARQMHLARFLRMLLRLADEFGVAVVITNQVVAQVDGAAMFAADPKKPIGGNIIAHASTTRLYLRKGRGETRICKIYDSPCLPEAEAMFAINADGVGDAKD
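System: human Rad51 nucleoprotein filaments preassembled on unlabelled ssDNA. Reagent: labelled 47-mer dsDNA for strand exchange. Schedule: 30-min compound preincubation and 15-min exchange, both room temperature. Measured by: FRET fluorescence dequenching, excitation 485 nm, emission 520 nm. Read-out: Fluorescence-based percent inhibition, control- and blank-normalised. Benchmarks: plate controls and plate blanks.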
eIF4E 4G PPI: blocks eIF4E binding to eIF4G; 220,000 tested, 0.37% active; P63073+Q04637; TR-FRET eIF4E-eIF4GI(517-606) binding, 2 h; inhibition, % at 21.7 µM; AID 782;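 active = inhibition above about 30%, limit read from the data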;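 also: 0% = full FRET control wells and 100% = background wells lacking eIF4GI fragment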
Hck-Nef inh: blocks Nef-activated human Hck kinase; Recombinant Hck-YEEI plus Nef, Z-Lyte FRET kinase assay; inhibition, % at 20 µM; 220,000 tested, 0.68% active;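 active = Hck-Nef kinase inhibition above about 50%, limit read from the data; inactive = inhibition below that limit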;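 also: 0% = DMSO with Hck plus Nef and 100% = Hck alone without Nef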
Target sequence (P08631 whole entry, looked up): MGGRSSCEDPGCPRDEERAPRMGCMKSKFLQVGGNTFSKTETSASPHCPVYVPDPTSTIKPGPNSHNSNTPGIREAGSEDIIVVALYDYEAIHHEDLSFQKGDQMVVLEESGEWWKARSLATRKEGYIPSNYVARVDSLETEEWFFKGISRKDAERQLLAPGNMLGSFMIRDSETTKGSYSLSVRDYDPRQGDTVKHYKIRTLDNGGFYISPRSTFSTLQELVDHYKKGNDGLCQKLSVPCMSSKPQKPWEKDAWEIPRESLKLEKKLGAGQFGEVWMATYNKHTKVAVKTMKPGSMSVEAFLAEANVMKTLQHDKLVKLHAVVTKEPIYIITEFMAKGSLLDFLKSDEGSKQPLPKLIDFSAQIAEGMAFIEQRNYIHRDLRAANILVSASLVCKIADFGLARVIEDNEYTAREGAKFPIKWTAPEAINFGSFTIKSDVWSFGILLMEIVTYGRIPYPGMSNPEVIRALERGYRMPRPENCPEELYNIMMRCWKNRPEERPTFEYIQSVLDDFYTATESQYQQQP
TbHK1 inh: blocks Trypanosoma brucei hexokinase 1 activity | recombinant TbHK1, G6PDH-coupled NADH A340 | inhibition, % at 10 µM | 220,000 tested, 0.11% active;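 active = inhibition of 50% or more in the single-dose primary screen; inactive = inhibition below 50%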
Calpain2 inh: inhibitors of pig calpain II | inhibition, % at 16 µM | purified calpain II, fluorogenic peptide substrate, 30 min | 220,000 tested, 0.37% active;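 active = inhibition above about 50%, limit read from the data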
EP2 modulator: modulates human prostaglandin E2 receptor EP2 signaling; P43116; EP2-expressing cells, cAMP HTRF FRET, PGE2 co-stimulation; induction, % at 25 µM; 260,000 tested, 0.83% active; AID 940;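 active = compounds whose cAMP rise, as percent of the full-agonist control response, exceeds 60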;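 also: rat C6 glioma line stably carrying human EP2 under a CMV promoter; the protocol text gives 20 µM as final concentration; 100% = response of wells given 1 µM PGE2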
14-3-3 Bad inh: disrupts binding of bovine 14-3-3 zeta to phospho-Bad peptide; inhibition, % at 21.7 µM; P63103; TR-FRET 14-3-3zeta/Dy647-pBad peptide displacement, 1 h; AID 781; 220,000 tested, 0.71% active;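 active = inhibition above about 70%, limit read from the data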;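 also: 0% = full 14-3-3 plus peptide FRET controls and 100% = background without 14-3-3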
Target sequence (P63103 whole entry, looked up): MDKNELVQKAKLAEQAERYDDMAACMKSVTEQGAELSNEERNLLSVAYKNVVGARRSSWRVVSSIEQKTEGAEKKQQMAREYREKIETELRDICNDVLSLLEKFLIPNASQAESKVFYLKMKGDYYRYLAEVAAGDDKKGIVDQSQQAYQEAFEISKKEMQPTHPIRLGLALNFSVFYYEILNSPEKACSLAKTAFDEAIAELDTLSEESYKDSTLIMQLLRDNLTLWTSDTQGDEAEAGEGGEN
Starred values were filed as active, the others as inactive; i = inactive; / = no result given; & = joins results of further samples; [ ] = remark or other dose.

SMILES	zVAD death inh	PGE2 EP2 inh	Rad51 HR inh	eIF4E 4G PPI	Hck-Nef inh	TbHK1 inh	Calpain2 inh	EP2 modulator	14-3-3 Bad inh
Cc1ccc(C(C(=O)NCc2ccco2)N(Cc2ccco2)C(=O)CNC(=O)c2ccco2)cc1 (stereo not given)	-0.4	3	-4	5	2	5	-9	36	6
CCCSc1nc(N)cc(=O)[nH]1	3.8	9	6	3	-3	2	6	18	-13
Cc1ccc(C)n1-c1ccc(N2CCOCC2)nc1	0.2	8	-14	10	-10	-1	-144	3	2
COc1ccccc1C(CC(N)=O)c1ccco1 (stereo not given)	0.2	6&0	1	2[fluorescence artefact?]	1	6	-13	-17&5	-15[fluorescence artefact?]
CCNc1nc(Oc2ccc(C(=O)OC)cc2)nc(SC)n1	0.1	5	8	3	0	1	16	25	3
Nc1nonc1C(=O)NCCNCc1cc(Br)ccc1OCc1ccc(F)cc1	-0.6	2	-8	1	0	2	22	-10	49
O=c1c2[nH]c3cccc(Cl)c3c2ncn1Cc1ccco1	-0.4	8	13	-1	6	-46	-20	5	-6
CCOC(=O)CNC(=O)CSc1nnc(-c2ccncc2)n1-c1ccc(Cl)cc1	0.2	6	-6	-7	2	-2	-29	22	2
CCN(CC)S(=O)(=O)c1ccc(Oc2ccccc2)c(N)c1	2.7	8	17	-7	3	1	10	-22	-8
O=C(c1cccc2c1-c1ccccc1C2)N1CCCCC1	0.9	11	12	7	-3	-3	12	10	0

Profiles, looked up by structure. Values in the order: zVAD death inh	PGE2 EP2 inh	Rad51 HR inh	eIF4E 4G PPI	Hck-Nef inh	TbHK1 inh	Calpain2 inh	EP2 modulator	14-3-3 Bad inh
CCN(CC)S(=O)(=O)c1ccc(Oc2ccccc2)c(N)c1 is entered as 2.7	8	17	-7	3	1	10	-22	-8
CCNc1nc(Oc2ccc(C(=O)OC)cc2)nc(SC)n1 is entered as 0.1	5	8	3	0	1	16	25	3
O=C(c1cccc2c1-c1ccccc1C2)N1CCCCC1 is entered as 0.9	11	12	7	-3	-3	12	10	0
Nc1nonc1C(=O)NCCNCc1cc(Br)ccc1OCc1ccc(F)cc1 is entered as -0.6	2	-8	1	0	2	22	-10	49
Cc1ccc(C(C(=O)NCc2ccco2)N(Cc2ccco2)C(=O)CNC(=O)c2ccco2)cc1 (stereo not given) is entered as -0.4	3	-4	5	2	5	-9	36	6

(listing goes on)
SMILES	zVAD death inh	PGE2 EP2 inh	Rad51 HR inh	eIF4E 4G PPI	Hck-Nef inh	TbHK1 inh	Calpain2 inh	EP2 modulator	14-3-3 Bad inh
O=C(NCC1CCCO1)c1ccc(C(=O)NCC2CCCO2)cc1 (stereo not given)	0.0	3	-4	-4	2	1	2	30	2
O=C1C2C(C(=O)N1/N=C/c1ccco1)C1C=CC2C12CC2 (stereo not given)	-0.4	1	-3	-2	-1	-3	7	13	-5
CCOc1ccc(-n2ccnc2SCC(=O)Nc2nnc(CC)s2)cc1	0.2	18	2	-11[fluorescence artefact?]	2	-1	-19	18	-6[fluorescence artefact?]
O=C1OCCC1Sc1nnc(-c2ccc(F)cc2)n1Cc1ccccc1 (stereo not given)	0.8	2	0	14[fluorescence artefact?]	3	-2	-2	14	-5
COc1cc2c(cc1OC)C1=CC(=O)C(=O)N1C(C)(C)C2	22	10	-6	1	18	-21	-56	34	-12
COc1ccc(NC2=C(C(C)=O)C(c3ccccc3)C(C(C)=O)C(C)(O)C2)cc1 (stereo not given)	0.0	3	1	0	20	-35	9	-9	0
Cn1c(=N)n(CC(=O)c2ccc(Br)s2)c2ccccc21	-0.3	/	/	-7	8	-2	8	-14	-1
O=C1OC(c2ccccc2)C2(CCCC2)C(=O)C12CCCC2 (stereo not given)	-1.1	3	-6	0	-1	-7	-14	-11	4
Cc1ccn2cc(-c3cccc(NC(=O)c4ccccc4)c3)nc2c1	1.3	13	3	0	-1	11	44	-69	-9
O=C(CN(C(=O)CNC(=O)c1ccco1)c1ccc2c(c1)OCCO2)NC1CCCC1	9.7	13&4	2	2	18	-8	-1	6&15	-8
C/C(=N/NC(=O)C(C)n1nc(C)c([N+](=O)[O-])c1C)c1ccc(OCC(N)=O)cc1 (stereo not given)	0.4	7	17	-5	17	-7	-19	-24	4
O=C(NCCc1ccc(Cl)cc1)C1CCN(S(=O)(=O)N2CCCCC2)CC1	3.2	8	-6	-2	0	-7	-10	-14	-11
O=C(COc1ccc(Br)cc1)N1CCOCC1	1.1	9	1	5	7	2	-11	24	9
Cc1onc(-c2c(F)cccc2Cl)c1C(=O)OCn1nnc2ccccc2c1=O	-0.4	7	3	4	1	2	8	77*	-5[fluorescence artefact?]
CC1=Nc2cccc([N+](=O)[O-])c2NC(=O)C1	0.1	8	0	-1	-14	6	21	5	5
CN(C)/C=C/C(=O)c1cccc([N+](=O)[O-])c1	-0.5	4	-6	1	17	-34	3	15	-17
CCOC(=O)c1cccc(NC(=O)CSc2nnc(-c3cccnc3)n2C)c1	0.3	3	4	-5[fluorescence artefact?]	2	-1	6	9	-7
CCCCCCNc1nc(Cl)nc(NC(C)(C)CO)n1	2.8	3	-5	6	-15	0	26	-11	6
Cn1nc(C(=O)Nc2sc3c(c2C#N)CCCC3)ccc1=O	4.9	7	5	0	29	-15	42	0	-15
CCS(=O)c1ccccc1C(=O)O (stereo not given)	-0.1	9	4	-3[fluorescence artefact?]	-1	-3	6	18	4[fluorescence artefact?]
CCCNC(=O)CC1Sc2ccccc2NC1=O (stereo not given)	1.0	2	9	-4	9	-4	3	14	1[fluorescence artefact?]
CSc1nc(-c2ccco2)cc(-c2ccccc2)c1C#N	-0.2	9	-8	3	0	-5	-20	49	1
C=C(C)C1CC=C(C)/C(=N/NC(=O)c2ccccc2[N+](=O)[O-])C1 (stereo not given)	1.4	5	-1	0	25	-2	7	-47	-10
CCC(C)NC(=O)C1CCCN1S(=O)(=O)c1ccc(Cl)cc1 (stereo not given)	-1.1	3&7	0	-6	-10	4	20	-12&12	-4
CSCC[C@H](NC(=O)Nc1ccc(C)cc1C)C(=O)O	-0.3	14	-3	3	0	3	15	24	1
COc1cccc(/C=N/Nc2ccc(S(=O)(=O)O)cc2)c1O	-0.1	8	0	1	36	-27	5	-1	-2
CC1CC(NC(=O)/C(C#N)=C/c2ccc[nH]2)CC(C)(C)C1 (stereo not given)	1.5	10	5	-4	9	-21	-12	-48	7
CN(CC(=O)N1CCCCCC1)S(=O)(=O)c1ccc(Br)s1	0.2	19	/	-1	-2	-1	-11	2	8
Cc1cc(NC(=O)C2CCCCC2)ncc1NC(=O)c1ccccn1	5.5	4	0	2	18	-4	5	3	1
Cc1cc(Cl)ccc1NC(=S)NCc1ccc(S(N)(=O)=O)cc1	1.8	6	-6	-6	-1	2	-12	-12	-8
c1ccc(Cn2c(NCc3ccncc3)nc3ccccc32)cc1	0.6	1	8	0	14	10	20	8	1
c1ccc(N/N=C(\Cc2ncc[nH]2)c2ccccc2)cc1	0.0	6	-3	-2	5	-7	2	-15	-22
CCc1nnc(NC(=O)CSc2nnc(COc3ccc(C)cc3)n2-c2ccccc2)s1	-0.2	8	4	-8	0	9	-20	-9	22
O=C(Nc1ccc(OCC(F)(F)C(F)F)c(C(F)(F)F)c1)c1ccccc1O	3.2	15	-4	-1	1	-2	-21	-19	8
CC(C)(C)NC(=O)C(=O)NCc1ccncc1	0.5	12	12	-3	-2	30	-8	15	-10[fluorescence artefact?]
CC(C)C(=O)NC(=S)N1CCc2ccccc21	/	7	/	-1	-10	-27	-10	23	-3
CSc1ccc(/C=N/NC(=O)c2cccc(Cl)c2)cc1	3.0	12	-14	6	4	-14	-37	-45	1
Cc1nn(CC(=O)Nc2ccc(Cl)cn2)c(C)c1Br	1.1	14	/	1	7	-4	-17	23	6
Cc1cc(C)n(-c2nc3ccccc3c(=O)n2OCC(=O)N(C)C)n1	0.6	13	8	-7	0	0	24	2	-3
Cc1nnc(C)c2c(C)n(-c3ccc(Br)cc3)c(C)c12	-0.1	13	0	-5	0	-5	-66	-17	3
Cc1cc(C(=O)CSc2nc3ccccc3o2)c(C)n1CC1CCCO1 (stereo not given)	-0.2	12	-4	1	-2	-11	11	-19	-2
Cc1nnc(NC(=O)C2CCCN(S(=O)(=O)c3ccccc3C(F)(F)F)C2)s1 (stereo not given)	-0.4	20	5	4	0	7	4	11	0[fluorescence artefact?]
CCN(Cc1ccccc1)C(=O)C1CCN(C/C(C)=C/c2ccccc2)CC1	0.2	10	/	2	5	2	-6	11	28
O=C(Nc1ccccc1N1CCCC1)c1cc(Cl)ccc1Cl	-0.4	16&4	5	-2	-5	-2	0	31&56	-9
COCCNC(=O)C(c1ccccc1)N(Cc1cccs1)C(=O)Cn1nnc2ccccc21 (stereo not given)	-0.4	19	2	-3	2	-5	11	19	-14
O=C(CCCc1nc(-c2ccccc2Cl)no1)N1CCOCC1	0.4	6	-36	0	11	3	-5	17	-14
Cc1ccc(C(=O)NC(=S)NCCN2CCOCC2)cc1	0.5	8	0	2	-3	34	25	-43	12
O=C(O)/C=C/C(=O)N1CCN(S(=O)(=O)c2cc(C(F)(F)F)ccc2Cl)CC1	-1.8	14	9	0	6	6	10	0	5
Cc1onc(-c2ccccc2)c1-c1nc2cc(Cl)ccc2c(=O)o1	-0.7	17	4	-1	21	-11	-55	50	2
OC1(c2cccc(C(F)(F)F)c2)CCNCC1	-0.1	3	-6	2	-1	-7	18	-1	-1

Next section
SMILES	zVAD death inh	PGE2 EP2 inh	Rad51 HR inh	eIF4E 4G PPI	Hck-Nef inh	TbHK1 inh	Calpain2 inh	EP2 modulator	14-3-3 Bad inh
COC(=O)c1ccc(C(=O)OC)c(NC(=O)CN(C)Cc2ccc(Cl)c(Cl)c2)c1	0.4	9	-8	-3	-2	-14	6	-5	-3[fluorescence artefact?]
CN(C)S(=O)(=O)c1cccc(-c2cn3cc(Cl)ccc3n2)c1	0.6	8	0	10	4	-16	-70	-80	-6
COc1ccc(C(=O)O)cc1S(=O)(=O)NCCN(C)C	-0.1	7	/	-2	14	4	-6	-10	12
O=C1CCN(C(=S)NCc2ccccc2)CC1	4.0	6	-4	2	-34	2	-11	16	-11
COc1ccccc1NC(=S)NNC(=O)c1c(Cl)c(C)nn1C	-0.5	10	1	-1	0	-8	12	22	3
Cc1ccc(S(=O)(=O)N2CCC(C(=O)N/N=C/c3ccncc3)CC2)cc1	0.5	4	31	-2	25	-8	-24	17	-14
COc1ccc(-c2cc(-c3ccccc3)nc3ncnn23)cc1	-0.7	6	-9	1	22	-20	i	-34	0
COc1cccc(C(=O)Nc2nnc(Cc3ccc(OC)c(OC)c3)s2)c1	1.2	8	12	2	17	-12	10	-60	3
Fc1ccccc1C1c2[nH]c3ccccc3c2CCN1CCCn1cccn1 (stereo not given)	-0.7	1	/	-2	6	-4	-5	53	-4
O=C(Cn1ncc(N2CCCC2)c(Cl)c1=O)c1ccc(Cl)cc1	0.4	7	-6	-3	7	-15	-2	-10	-19
Clc1ccccc1-c1nnc2sc(CCc3ccccc3)nn12	-0.1	16	-6	-9	1	-9	25	-18	-7
COc1ccc(C(=O)OCN2C(=O)c3ccccc3C2=O)cc1	1.8	5	16	2	-1	0	16	-49	40
Cc1ccc(S(=O)(=O)NCC(=O)NCC(=O)N2CCN(c3ncccn3)CC2)cc1C	0.7	8	1	1	3	-3	7	3	6
O=C(COC(=O)c1nc(Cl)ccc1Cl)NCc1ccccc1	0.4	9	20	-1	11	-2	-32	7	-8
O=C(Oc1ccc(OC(=O)c2ccco2)c(S(=O)(=O)c2ccc(Cl)cc2)c1)c1ccco1	-0.1	6	/	-5[fluorescence artefact?]	3	-8	10	-20	-1
Cc1ccc(NC(=S)Nc2cccc(-c3n[nH]c(=S)o3)c2)cc1	0.3	42*	/	-1	-5	-7	4	-24	-7

This is a subset, so the mix of outcomes need not match the whole.
